USP10 inh: blocks human USP10 ubiquitin-rhodamine cleavage; purified USP10, Ub-rhodamine fluorescence, 60 min; inhibition, % at 20 µM; hit rate 1.1% among 47,000
USP30 block: human USP30 deubiquitinase inhibition; Q70CQ3; purified USP30, Ub-rhodamine cleavage fluorescence; inhibition, % at 25 µM; hit rate 5.3% among 47,000; AID 1645860
OTUD3 inh: human OTUD3 deubiquitinase inhibition. inhibition, % at 25 µM. purified OTUD3, Ub-rhodamine fluorescence, 2 h. hit rate 0.7% among 47,000. Q5T2D3
USP8 block: inhibitors of human USP8 deubiquitinase. AID 1645853. hit rate 4.2% among 47,000. inhibition, % at 20 µM. purified USP8, Ub-rhodamine cleavage fluorescence, 30 min. P40818
USP7 block: blocks human USP7 ubiquitin-rhodamine cleavage; Q93009; purified USP7, Ub-rhodamine cleavage fluorescence; inhibition, % at 20 µM; hit rate 0.3% among 47,000
UCHL1 block: inhibitors of human UCHL1 deubiquitinase | hit rate 0.2% among 47,000 | P09936 | inhibition, % at 20 µM | purified UCHL1, Ub-rhodamine cleavage fluorescence | AID 1645859
Target sequence (P09936 whole entry, looked up): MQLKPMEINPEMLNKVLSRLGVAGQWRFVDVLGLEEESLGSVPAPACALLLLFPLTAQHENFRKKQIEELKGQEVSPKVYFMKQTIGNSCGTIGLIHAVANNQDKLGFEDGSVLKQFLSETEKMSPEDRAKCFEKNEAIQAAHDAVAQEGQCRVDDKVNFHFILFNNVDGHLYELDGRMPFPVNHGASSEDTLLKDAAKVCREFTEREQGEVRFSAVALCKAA
USP28 inh: inhibitors of human USP28 deubiquitinase. Q96RU2. purified USP28, Ub-rhodamine cleavage fluorescence, 30 min. inhibition, % at 25 µM. hit rate 3% among 47,000
USP17 inh: inhibitors of human USP17 deubiquitinase. A8MUK1. purified USP17, Ub-rhodamine cleavage fluorescence, 3 h. inhibition, % at 50 µM. hit rate 6.5% among 47,000
Target sequence (A8MUK1 whole entry, looked up): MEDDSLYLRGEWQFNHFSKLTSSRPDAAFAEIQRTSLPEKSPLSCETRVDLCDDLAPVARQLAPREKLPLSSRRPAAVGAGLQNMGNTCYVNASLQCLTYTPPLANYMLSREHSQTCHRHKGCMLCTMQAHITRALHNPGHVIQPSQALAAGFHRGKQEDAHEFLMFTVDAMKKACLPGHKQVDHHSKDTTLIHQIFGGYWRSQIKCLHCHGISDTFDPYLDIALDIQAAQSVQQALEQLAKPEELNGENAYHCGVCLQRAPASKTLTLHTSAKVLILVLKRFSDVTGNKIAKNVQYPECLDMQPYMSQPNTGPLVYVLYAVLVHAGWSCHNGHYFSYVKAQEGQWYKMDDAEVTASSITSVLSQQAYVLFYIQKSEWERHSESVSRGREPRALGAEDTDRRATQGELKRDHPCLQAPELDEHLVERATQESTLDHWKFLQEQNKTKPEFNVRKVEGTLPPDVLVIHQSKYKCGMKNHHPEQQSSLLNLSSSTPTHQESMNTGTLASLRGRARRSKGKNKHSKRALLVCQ
Starred values were filed as active, the others as inactive; i = inactive; nt = not tested or not shown. Cut-off read from the data, not from the text of the source: active = inhibition above about 30%; inactive = the rest.

SMILES	USP10 inh	USP30 block	OTUD3 inh	USP8 block	USP7 block	UCHL1 block	USP28 inh	USP17 inh
CC(CNC(=O)c1cc(OCc2ccccc2)nc2ccccc12)c1ccccc1 (stereo not drawn)	6	21	10	2	9	-2	4	11
COc1cc(C2CC(=O)Nc3n[nH]c(-c4ccccc4)c32)cc(OC)c1OC (stereo not drawn)	1	-1	-7	6	-2	-3	-1	0
COC(=O)C1C2CCC(C2)C1C(=O)OCC(=O)c1ccc(C)c(C)c1 (stereo not drawn)	4	28	17	17	-1	5	14	27
CC1CCCN(S(=O)(=O)c2ccc(-n3cnc(C(=O)N4CCCC4)c3)nc2)C1 (stereo not drawn)	0	46*	4	-5	4	0	-2	29
CO[C@@H]1CC[C@H]2C[C@@H]1[C@@H](Oc1ccccn1)CN2S(C)(=O)=O	4	21	7	24	7	-1	2	20
CCC(=O)Nc1ccc(Nc2cc(N3CCCCC3)nc(C)n2)cc1	1	-10	-5	-85	0	-1	0	-12
COC(=O)CCCNC(=O)C1c2ccccc2C(=O)N(Cc2ccccc2)C12CCCC2 (stereo not drawn)	-5	-33	-6	45*	-6	-2	-11	19
Cc1ccc(NC(=O)CSC2=NC3(CCCC3)Nc3ccccc32)cc1	-5	-129	-25	-39	0	-5	-47	-8
O=C(Cc1ccc(Cl)c(Cl)c1)NC12CC3CC(CC(C3)C1)C2	4	-13	-5	-27	4	0	-5	0
O=C1c2ccc(C3CCCN3)nc2CN1Cc1ccccc1 (stereo not drawn)	-1	nt	0	-4	1	1	nt	-5
COc1ccc(C)cc1NC(=O)c1cc(-c2ccncc2)n[nH]1	-4	-25	-5	-5	-1	-2	-9	-5
COc1ccc(C(=O)NCCc2cn3cccc(C)c3n2)c(OC)c1	-1	14	4	2	1	0	6	5
COc1c(O)c2c3c(c1O)C(=O)[C@@]1(O)C(=C3C(C)=CC2=O)O[C@@H](C)C1(C)C	-6	-4	16	-314	-76	-88	30	38*
CC(Sc1nnc2ccccn12)c1nc(N)nc(Nc2ccccc2)n1 (stereo not drawn)	2	0	0	11	0	0	-9	-2
Cc1nn(-c2ccc(Cl)cc2)c2[nH]c(=O)c(CNCCc3ccccc3)cc12	4	-16	-9	78*	0	0	4	12
CCC(=O)N1Cc2ccccc2CC2(CCCN2CC2CCNCC2)C1 (stereo not drawn)	1	4	6	-170	10	3	0	-12
COc1ccc2c(CCNC(=O)C(C)Sc3nnnn3-c3ccccc3)c[nH]c2c1 (stereo not drawn)	0	6	-6	1	1	5	2	-8
CC(Oc1ccc(F)cc1)c1nnc(C2(c3ccc(Cl)cc3)CCOCC2)o1 (stereo not drawn)	6	27	13	14	-133	7	6	19
Cc1ccccc1CC(=O)N1CCC(c2nc3ccncc3n2C(C)C)C1 (stereo not drawn)	-1	15	6	9	5	0	1	2
CC(=O)Nc1ccc(CN2CC[C@H](c3nc4ccccc4[nH]3)C2)cc1	0	7	9	25	-8	0	16	-26
Cc1ccc(-c2nc(CC(=O)Nc3ccccc3)no2)cc1	-9	-198	-27	2	-7	-12	-39	-10
CC(C)N(Cc1cc(=O)[nH]c2ccccc12)C(=O)c1ccc(F)c(Cl)c1	-4	-38	10	5	2	-1	8	-6
COc1ccc(-c2nc(-c3ccc(=O)[nH]c3)no2)cc1F	-4	-208	-54	-27	nt	-12	-64	-21
Cc1ccc(C(=O)N2CCCC(c3ccnc(=O)[nH]3)C2)cn1 (stereo not drawn)	-4	5	11	17	2	-2	10	-11
COc1ccc2c(COC(=O)CNC(=O)C34CC5CC(CC(C5)C3)C4)cc(=O)oc2c1	1	-71	-10	-10	-3	2	-5	15

Sorted by heavy-atom count (low to high): part of the list above
SMILES	USP10 inh	USP30 block	OTUD3 inh	USP8 block	USP7 block	UCHL1 block	USP28 inh	USP17 inh
COc1ccc(-c2nc(-c3ccc(=O)[nH]c3)no2)cc1F	-4	-208	-54	-27	nt	-12	-64	-21
Cc1ccc(C(=O)N2CCCC(c3ccnc(=O)[nH]3)C2)cn1 (stereo not drawn)	-4	5	11	17	2	-2	10	-11
COc1ccc(C)cc1NC(=O)c1cc(-c2ccncc2)n[nH]1	-4	-25	-5	-5	-1	-2	-9	-5
CCC(=O)Nc1ccc(Nc2cc(N3CCCCC3)nc(C)n2)cc1	1	-10	-5	-85	0	-1	0	-12
Cc1ccc(NC(=O)CSC2=NC3(CCCC3)Nc3ccccc32)cc1	-5	-129	-25	-39	0	-5	-47	-8
COc1c(O)c2c3c(c1O)C(=O)[C@@]1(O)C(=C3C(C)=CC2=O)O[C@@H](C)C1(C)C	-6	-4	16	-314	-76	-88	30	38*
COc1cc(C2CC(=O)Nc3n[nH]c(-c4ccccc4)c32)cc(OC)c1OC (stereo not drawn)	1	-1	-7	6	-2	-3	-1	0
CC(CNC(=O)c1cc(OCc2ccccc2)nc2ccccc12)c1ccccc1 (stereo not drawn)	6	21	10	2	9	-2	4	11
COc1ccc2c(COC(=O)CNC(=O)C34CC5CC(CC(C5)C3)C4)cc(=O)oc2c1	1	-71	-10	-10	-3	2	-5	15
COC(=O)CCCNC(=O)C1c2ccccc2C(=O)N(Cc2ccccc2)C12CCCC2 (stereo not drawn)	-5	-33	-6	45*	-6	-2	-11	19

Additional results.
SMILES	USP10 inh	USP30 block	OTUD3 inh	USP8 block	USP7 block	UCHL1 block	USP28 inh	USP17 inh
Cc1ccc2[nH]c3c(N4CCSCC4)ncnc3c2c1	0	1	2	10	8	3	1	-6
COc1ccc(C(=O)Nc2cccc(CCc3nc4ccc(C)cc4[nH]3)c2)cc1OC	-4	-16	-1	11	8	6	18	-2
O=C1COC2(CCN(Cc3ccncc3)CC2)CN1c1cncnc1	-1	-16	-4	-90	-5	-11	-15	-18
Cc1c(N2CCC(C(=O)NC3CCCCC3)CC2)c(=O)n(C)c(=O)n1C	-7	-96	-34	-18	-13	-10	-28	-39
Cc1cccc(C(=O)N2C[C@@H]3OCCN(CC4CC4)[C@@H]3C2)c1	1	11	24	6	5	1	12	17
N#Cc1ccc(-n2cc(-c3cnc4ccccc4n3)cn2)cc1	-8	-45	-23	18	0	-3	-21	10
Cc1noc2nc(C)n(CC(=O)NCC(C)c3ccccc3)c(=O)c12 (stereo not drawn)	0	-3	4	0	1	0	1	3
Cc1cccc(N2CC(C)Cn3c2nc2c3c(=O)n(CC(=O)OCc3ccccc3)c(=O)n2C)c1 (stereo not drawn)	-6	-37	-4	-31	3	1	-7	-3
Cc1ccccc1CNC(=O)N1C[C@H]2C[C@H]3[C@@](CNS3(=O)=O)(C1)O2	1	15	12	3	1	-1	9	13
O=C(OC1CCCCC1N1CCC(c2ccccc2)CC1)c1ccccc1 (stereo not drawn)	-11	-106	-27	17	-10	-15	-38	-14
Cc1cc(-c2cnc(C)nc2-c2ccc(CNC(=O)Cc3ccc(F)cc3)cc2)on1	0	-1	5	-15	-12	0	5	8
Cc1ccc2c(Nc3cccc(F)c3)c(C(=O)N3CCOCC3)cnc2n1	-5	-51	-9	-4	-3	-3	-23	-12
Cc1ccc(NC(=O)CC(NCCc2ccccc2)C(=O)O)cc1 (stereo not drawn)	0	4	-3	0	-1	-4	-8	-7
NC(=O)CC[C@H](NC(=O)[C@H](Cc1ccccc1)n1c(=O)[nH]c2ccccc2c1=O)C(=O)N1CCC[C@H]1C(=O)O	2	-6	2	-29	-3	0	-4	-10
CC(CCc1ccccc1)NC(=O)COC(=O)c1ccc2[nH]c3c(c2c1)CCCC3 (stereo not drawn)	7	28	13	21	11	8	22	15
COc1cc2cc(CN(CCN3CCOCC3)C(=O)NC3CCCCC3)c(=O)[nH]c2cc1OC	-8	-64	-15	-34	-11	-6	-21	-38
O=C(c1ncccn1)N1CCCCC1c1ncc(Cc2ccc(F)cc2)o1 (stereo not drawn)	0	-3	-1	-18	-7	-2	-9	-2
COc1ccc(CN2CCN(C(=O)NC3CCCC3)CC2)cn1	0	-5	-5	0	-2	-3	0	11
COc1ccccc1-c1c(C)nn2c(SCC(=O)N3CCOCC3)cc(C)nc12	-2	-17	-3	-22	-1	-2	-10	-12
CCN(CC)c1ccc(C(=O)OCc2cc(=O)oc3cc(O)ccc23)cc1	-4	-35	-5	-2	-20	-17	10	-5
NC1=NC(c2ccccc2)n2c(nc3cc4c(cc32)OCCCO4)N1 (stereo not drawn)	-1	-9	-9	-9	-8	-3	-2	-4
O=C1CN(Cc2cc(=O)oc3cc4c(cc23)CCC4)CCN1	-2	-4	-5	-2	-6	-3	-4	-5
CC(C)CN1C[C@H]2C[C@H](C(=O)Nc3ccc4c(c3)OCO4)[C@@H](C1)O2	1	0	0	-5	-2	-1	1	-7
Nc1nc(CN2CCN(c3ccccc3Cl)CC2)nc(Nc2ccccc2)n1	-4	-65	-23	-17	-11	2	-21	-29
O=C1Nc2ccccc2C2(CCN(S(=O)(=O)c3ccc(F)cc3)CC2)O1	0	10	-5	8	3	-2	15	-13

The results go on:
SMILES	USP10 inh	USP30 block	OTUD3 inh	USP8 block	USP7 block	UCHL1 block	USP28 inh	USP17 inh
O=C(C1CCC1)N1CCN(c2nc3c(s2)CC(C(=O)N2CCCCC2)CC3)CC1 (stereo not drawn)	-2	1	2	-5	1	0	8	0
CCN1[C@H]2CCN(C(=O)c3ccc[nH]3)CC[C@@H]2Oc2ccccc2S1(=O)=O	1	-5	-8	-15	-1	1	-1	0
c1ccc(-c2cnc([C@@H]3COCCN3Cc3csnn3)[nH]2)cc1	2	12	6	16	5	1	9	6
COc1ccc(CC(NC(C)=O)C(=O)NC2CCN(c3nnnn3-c3ccccc3)CC2)c(OC)c1 (stereo not drawn)	0	0	0	-1	0	-1	-3	1
COc1cc(NC(=O)COC(=O)CCc2nc3ccccc3c(=O)[nH]2)cc(OC)c1	-10	-213	-57	-28	-9	-6	-26	-44
CC(C)Cn1c(CN2CCOCC2)nnc1SCC(=O)c1ccc(F)cc1	2	-5	-5	-25	-13	-3	-6	-14
COc1ccc(-c2cc(C(=O)Nc3ncc(C)s3)c3ccccc3n2)cc1	4	-1	1	7	11	9	-2	8
CSc1cccc(NC(=O)c2ccc3nncn3c2)c1	-4	-1	0	2	-1	-4	-6	-3
CCOC(=O)c1[nH]c2ccccc2c1-n1cccc1	2	-20	-9	-4	-3	1	13	-29
COc1ccc(C2CC(=O)C3=C(C2)Nc2ccccc2N(C(=O)c2ccccc2)C3c2cc(OC)c(OC)c(OC)c2)cc1OC (stereo not drawn)	-1	-35	-15	-216	5	0	-15	-29
CC(=O)Nc1ccc(Oc2ncnc3ccccc23)cc1	1	-6	-3	1	-1	0	-8	-6
CCc1ccc(NC(=O)N2CC[C@@H]3CN(CC)S(=O)(=O)[C@@H]3CC2)cc1	3	-3	-4	5	2	0	-8	-1
COc1ccccc1NC(=O)c1cc(C2CC2)n2nccc2n1	4	16	15	11	7	6	18	5
Cc1noc(C2(NC(=O)Nc3ccccc3C(F)(F)F)CCCCC2)n1	0	20	17	19	-5	3	18	10
O=c1[nH]c2ccccc2c(O)c1-c1nc(-c2ccc3c(c2)OCO3)no1	2	3	-2	3	1	0	0	2
Cn1c(N2CCCC(C(=O)NCc3ccc4c(c3)OCO4)C2)cc(=O)n(C)c1=O (stereo not drawn)	-2	-5	-1	2	-1	-3	-2	-7
O=C(C1CC1)N1CCCn2nc(-c3ccc(F)cc3)cc2C1	-2	-1	1	1	-21	0	-10	0
Cc1cccc(Nc2nc(N3CCCCC3)nc(N3CCCCC3)n2)c1	5	30*	7	18	1	5	7	0
O=C(NCCN1CCCCC1)c1cnn(-c2ccc(Cl)cc2)c1C1CCNCC1	-3	-11	-3	-54	0	-2	-3	-9
O=C(c1cc(S(=O)(=O)N2CCCCC2)c[nH]1)N1CCC(N2CCCCC2)CC1	-2	13	2	-13	1	-1	4	1
Cc1ccc(C(=O)N2CC(C(=O)NCCc3ccncc3)C3(CCOCC3)C2)cc1F (stereo not drawn)	-1	8	2	-9	2	-1	7	0
CC(=O)c1ccc(N2CCN(C(=O)Cn3c(=O)[nH]c4ccccc4c3=O)CC2)cc1	2	nt	3	2	1	0	nt	42*
COc1cc2c(cc1OC)-c1cc(Oc3ccc(C)c(C)c3)nc(=O)n1CC2	-6	-463	-71	-67	-18	-29	-160	-43
O=C(Nc1ccccc1-c1nc(-c2ccccn2)no1)c1ccc(Cl)cc1	7	21	-1	18	7	1	0	35*
O=C(Nc1cccc(Br)c1)C(Cc1c[nH]c2ccccc12)N1CCS(=O)(=O)CC1 (stereo not drawn)	0	-7	-20	7	-37	1	-6	0
Cc1n[nH]c(C)c1CC(=O)NCc1nnc(-c2nccc3ccccc23)o1	-1	34*	10	33*	4	2	13	40*
CCOc1ccc(C(=O)Nc2cccc(-c3nc4ccccc4o3)c2)cc1Br	-1	i	-171	-34	-43	-77	-244	-145
Cn1c(NC(=O)c2ccccc2F)c(-c2cccc(C(F)(F)F)c2)c(=O)c2ccccc21	0	4	11	4	8	3	5	0
COCC(=O)N1Cc2nn(-c3ccccc3C)c(-n3cccc3)c2C1	-5	-59	-12	-31	4	-4	-12	-27

Reformatted comma-delimited: entries from further up
canonical_smiles,USP10 inh,USP30 block,OTUD3 inh,USP8 block,USP7 block,UCHL1 block,USP28 inh,USP17 inh
CCN1[C@H]2CCN(C(=O)c3ccc[nH]3)CC[C@@H]2Oc2ccccc2S1(=O)=O,1,-5,-8,-15,-1,1,-1,0
c1ccc(-c2cnc([C@@H]3COCCN3Cc3csnn3)[nH]2)cc1,2,12,6,16,5,1,9,6

Compound activity from PubChem BioAssay.
